# From PubChem
# PMI act: activators of human phosphomannose isomerase; P34949; purified human PMI, coupled resazurin fluorescence, 20 min; active compounds read high; 1 = vehicle control, 0 substrate-free wells; activation factor at 20 µM; 0.005% of 190,000 active;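 active means activation factor of 2 or more at 20 µM, relative to plate controls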
# Target sequence (P34949 whole entry, looked up): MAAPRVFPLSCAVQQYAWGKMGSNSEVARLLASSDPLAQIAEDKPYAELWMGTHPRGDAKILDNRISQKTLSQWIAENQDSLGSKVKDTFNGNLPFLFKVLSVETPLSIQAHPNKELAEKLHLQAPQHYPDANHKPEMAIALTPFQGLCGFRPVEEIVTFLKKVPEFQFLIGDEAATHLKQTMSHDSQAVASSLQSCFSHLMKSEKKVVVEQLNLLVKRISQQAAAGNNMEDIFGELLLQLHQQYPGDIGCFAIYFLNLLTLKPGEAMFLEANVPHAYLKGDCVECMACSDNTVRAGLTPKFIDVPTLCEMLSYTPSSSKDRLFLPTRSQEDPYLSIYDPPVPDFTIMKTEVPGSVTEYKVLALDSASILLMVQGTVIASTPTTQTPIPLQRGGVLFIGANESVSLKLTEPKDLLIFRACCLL
# PMI act hi M6P: PMI (human) activation, high substrate. P34949. coupled PMI enzyme assay, resazurin fluorescence, 20 min; active compounds read high; 1 = untreated enzyme, 0 = substrate-free blank. activation factor at 20 µM. 0.34% of 190,000 active. AID 1216;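 active means activation factor of 2 or more at 20 µM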
#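 Test system – human PMI in coupled enzyme assay · Timing – 20 min incubation at room temperature · Detection – Diaphorase-driven resazurin-to-resorufin fluorescence, excitation 544, emission 590 nm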
# HMGR II inh: E. faecalis class II HMG-CoA reductase inhibition. purified E. faecalis HMGR, NADPH absorbance 340 nm kinetic. inhibition, % at 10 µM. 0.41% of 190,000 active. AID 1066;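 active means inhibition above a set limit, the median over all tested compounds plus 3 SD, cut at about 9.5% in these data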;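 further: enzyme runs in reverse so mevalonate oxidation gives rising NADPH absorbance; 0% = complete reaction with DMSO and 100% = background rate lacking mevalonate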
# G6PDH CS: L. mesenteroides G6PDH inhibition counter-screen. inhibition, % at 5 µM. Purified L. mesenteroides G6PDH, diaphorase/resazurin coupled fluorescence, 45 min. 0.12% of 200,000 active; in the data active means inhibition above about 50%
# TNAP act hi DEA: increases human TNAP activity under high phosphate acceptor concentration. P05186. purified TNAP, CDP-star luminescence, 1 M DEA, 30 min; active compounds read high; 0 = EDTA background, 1 = DMSO-only activity. activation factor at 20 µM. 200,000 tested, under 10 active. AID 1136;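 active means activation factor at least 2 at 20 µM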
#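 Test system – human TNAP · Doses – 20 µM single point · Incubation – 30 min, room temperature · Signal – luminescent substrate turnover signal · Read-out basis – activation factor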
# TNAP inh no acc: inhibitors of human TNAP without phosphate acceptor; P05186; purified TNAP, CDP-star luminescence, 30 min; inhibition, % at 20 µM; 0.26% of 200,000 active;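 active means tissue-nonspecific alkaline phosphatase inhibition above about 50% at 20 µM in the single-dose screen, limit read from the data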;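 further: 0% = DMSO negative control and 100% = EDTA positive control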
# Diaph inh CS: inhibits diaphorase or chemically oxidizes, flagging diaphorase assay artifacts; diaphorase resazurin-to-resorufin fluorescence, NADH, 16 min; bacterial (C. kluyveri) enzyme, not human; inhibition, % at 20 µM; 0.69% of 190,000 active; AID 1217;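 active means primary screen inhibition at 20 µM above a set limit, cut at about 50% in these data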;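 further: plate controls were DMSO with full reaction for no effect and wells lacking NADH for full effect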
#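 material = Clostridium kluyveri diaphorase enzyme | amount = 0.14 U/mL diaphorase, enzyme working solution | schedule = incubation 16 min, room temperature | detection = fluorescence of resorufin formed from resazurin, Ex 544/Em 590 nm | benchmarks = positive control minus NADH, DMSO neutral control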
# FLuc stim CS: firefly luciferase counter-screen for stimulation assays | ATPlite luciferase biochemical, luminescence, 10 min; 0 = ATP-free wells, 1 = DMSO control | activation factor at 10 µM | 200,000 tested, under 10 active;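 active means luciferase activation factor, scaled between plate controls, of at least 2 with compound at 10 µM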
# Target sequence (P08659 whole entry, looked up): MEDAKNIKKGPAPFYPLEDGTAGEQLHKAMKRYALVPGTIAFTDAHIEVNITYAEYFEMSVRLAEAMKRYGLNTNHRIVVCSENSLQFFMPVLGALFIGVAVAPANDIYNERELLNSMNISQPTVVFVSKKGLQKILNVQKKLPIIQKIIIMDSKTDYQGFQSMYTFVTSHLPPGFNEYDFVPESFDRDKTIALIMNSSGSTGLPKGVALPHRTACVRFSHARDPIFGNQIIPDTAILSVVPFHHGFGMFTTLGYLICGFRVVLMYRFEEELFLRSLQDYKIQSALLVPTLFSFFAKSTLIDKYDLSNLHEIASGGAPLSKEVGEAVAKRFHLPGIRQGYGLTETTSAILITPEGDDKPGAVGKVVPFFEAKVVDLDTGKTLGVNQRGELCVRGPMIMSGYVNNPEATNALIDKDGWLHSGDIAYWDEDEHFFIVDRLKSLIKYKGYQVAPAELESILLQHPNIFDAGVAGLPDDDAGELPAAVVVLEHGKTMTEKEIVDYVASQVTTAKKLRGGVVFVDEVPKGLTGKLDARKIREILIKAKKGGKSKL
#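 Assay system: Luciferase/luciferin reagent mix; Medium: PBS as buffer for the ATP substrate; Dosing: test compounds dosed from 2 mM stocks in 100% DMSO; Times: 10 min, room temperature; Signal: luminescence from luciferase reaction; Read-out: luciferase activation; Controls: No-ATP low control, compound-free enzyme-plus-ATP high control.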
# TNAP inh hi DEA: TNAP (human) inhibition, high acceptor; purified TNAP, CDP-star luminescence, 1 M DEA; inhibition, % at 20 µM; 0.03% of 200,000 active; P05186;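 active means over 50% inhibition of tissue-nonspecific alkaline phosphatase at 20 µM in the single-dose screen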;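 further: plate controls were DMSO wells for no effect and EDTA-quenched wells as full inhibition for full effect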
# Diaphorase act: diaphorase activation or chemical reduction counter-screen | Diaphorase/resazurin coupled assay, resorufin fluorescence, 16 min; active compounds read high; 1 = vehicle wells, 0 = NADH-free wells | 0.005% of 190,000 active | activation factor at 20 µM;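 active means diaphorase activity raised at least twofold by the compound at 20 µM; inactive means activation factor below 2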
#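 Material: Purified diaphorase enzyme from Clostridium kluyveri | Buffer or medium: 50 mM HEPES pH 7.4 with 4.542 mM MgCl2, 0.005% Tween 20 | Times: 16 min enzyme reaction, ambient temperature | Signal: Red resorufin fluorescence at 544/590 nm excitation/emission | Measure: Increased resorufin signal from activators or reducing compounds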
# * hit, by the source's call; & = joins results of further samples. Rows were taken by chance; 1.7% or so of the library scored in one or more.
SMILES,PMI act,PMI act hi M6P,HMGR II inh,G6PDH CS,TNAP act hi DEA,TNAP inh no acc,Diaph inh CS,FLuc stim CS,TNAP inh hi DEA,Diaphorase act
CC1(C)Cc2c(sc3[nH]c(=S)n(Cc4ccccc4)c(=O)c23)CO1,1,1.1,-2,-2,1,-5,13,1.1,3,0.9
CCCn1c(SCN2C(=O)c3ccccc3C2=O)nc2cc(Cl)ccc2c1=O,0.9,1,-1,8,1,-7,15,1.1,-1,0.8
Cn1ccnc1Sc1ccc(/C=N/NC(=O)c2ccccc2O)cc1[N+](=O)[O-],0.9,0.9,3,4,1,-18,32,0.6,0,0.7
CC(C)C1=C2CCCCC2NC(=O)N1 (stereo not drawn),0.9,1,-7,0,1,-6,6,1.1,-1,0.9
CC(=O)c1c(OCC(=O)O)ccc2c(C)cc(=O)oc12,1,1,0,-8,1,-17,7,1.1,-4,0.9
Cc1cc(C)cc(NC(=S)NCCc2ccc(S(N)(=O)=O)cc2)c1,0.9,1,-4,8,1,-10,15,1.1,4,0.9
O=C(Nc1ccc(F)cc1F)N1CCN(c2ncccn2)CC1,0.9,0.9,2,7,1,-10,7,1,-2,0.9
CC(=O)Nc1ccc(N2C(=O)C3C4CC(=O)C(c5ccccc54)C3C2=O)cc1 (stereo not drawn),0.9,0.8,4,3,1,0,20,1,-1,0.8
O=C(CN1CCNCC1)Nc1ccc(Oc2ccccc2)cc1,0.9,0.9,1,1,1,-6,22,1,-3,0.8
Cc1ccc(-n2nc(C)cc2NC(=O)c2ccc(C)s2)cc1,1.1,1.1,2,5,1.1,-17,8,1,-6,0.9
COCCNC(=O)C(C)N(c1ccc(OC)cc1)S(C)(=O)=O (stereo not drawn),1,1.1,3,-5,0.9,-2,4,1,6,1
COc1ccc2[nH]c(=O)c(CN(C(=O)c3ccncc3)C(C)C)cc2c1,0.8,0.8,7,27,1.1,-13,19,1,-8,0.8
CCOc1ccc(N2CC(C(=O)Nc3ccc(S(=O)(=O)N4CCOCC4)cc3)CC2=O)cc1 (stereo not drawn),1.2,1,-2,9,1.1,-15,14,1,-8,0.9
CCN(CC)S(=O)(=O)c1ccc(OC)c(NC(=O)C(C)Oc2ccc3c(C)cc(=O)oc3c2)c1 (stereo not drawn),0.8,0.9,-5,-22,1,-4,24,1,-2,0.8
COC(=O)c1c(NC(=O)CSc2nnnn2-c2ccc3c(c2)OCO3)sc(C)c1C,1,0.9,-1,0,1.1,-14,25,1.1,-9,0.8

# Entries from the list above that contain a thiophene ring, fused or not:
SMILES,PMI act,PMI act hi M6P,HMGR II inh,G6PDH CS,TNAP act hi DEA,TNAP inh no acc,Diaph inh CS,FLuc stim CS,TNAP inh hi DEA,Diaphorase act
CC1(C)Cc2c(sc3[nH]c(=S)n(Cc4ccccc4)c(=O)c23)CO1,1,1.1,-2,-2,1,-5,13,1.1,3,0.9
Cc1ccc(-n2nc(C)cc2NC(=O)c2ccc(C)s2)cc1,1.1,1.1,2,5,1.1,-17,8,1,-6,0.9
COC(=O)c1c(NC(=O)CSc2nnnn2-c2ccc3c(c2)OCO3)sc(C)c1C,1,0.9,-1,0,1.1,-14,25,1.1,-9,0.8

# New compounds follow.
SMILES,PMI act,PMI act hi M6P,HMGR II inh,G6PDH CS,TNAP act hi DEA,TNAP inh no acc,Diaph inh CS,FLuc stim CS,TNAP inh hi DEA,Diaphorase act
CC(C)(C)NCC(=O)c1c[nH]c2ccccc12,1.1,1,4,13,1.1,-13,1,1.1,-5,1
COC(=O)C1=C(C)N(Cc2ccccc2)C(=O)N[C@H]1c1ccccc1,1,1,-5,14,1,-10,-2,1,-3,1
CS(=O)(=O)Nc1ccc(C(=O)NCc2ccc3c(c2)OCO3)cc1,1,1,1,-4,0.9,-3,5,1,7,1
CC(=O)Nc1cccc(OCc2c(F)cccc2Cl)c1,1,1,1,6,1,-7,20,1,-2,0.8
Cc1cc(C)n(/N=C/c2c[nH]c3ccccc23)c(=O)c1C#N,1.1,1,-1,2,1.1,-15,0,1,-6,1
COc1ccc(-c2nc(N)ncc2Oc2ccccc2Br)c(O)c1,0.9,0.9,-8,7,1,-7,2,1,2,1
Cc1ccc(Nc2ccc(S(=O)(=O)N3CCOCC3)cc2[N+](=O)[O-])c(C)c1,0.9,1,-7,12,0.9,-6,20,1.1,6,0.8
COc1ccc(CNC(=O)COC(=O)CCc2c[nH]c3ccccc23)cc1,1,1,-2,14,1,-8,10,1,0,0.9
O=C(c1ccc(F)cc1)C1CCN(C(=O)NCc2ccccc2)CC1,1,0.9,-2,4,1,-6,14,1.1,-4,0.9
O=C(O)c1ccc2[nH]c3c(c2c1)CSCC3,1,1,0,13,1,4,30,1.1,3,0.7
COC(=O)c1cccc(NC(=O)NC23CC4CC(CC(C4)C2)C3)c1,1,1,-1,1,1,-32,6,1,-4,0.9
O=C(O)CSc1nc(SCc2ccccc2Cl)nc2c1CCCC2,1,0.9,-3,-24,1,-5,12,1.1,-4,0.9
COCCNC(=O)CN(C)S(=O)(=O)c1ccc(Br)cc1,1,0.9,1,-1,1.1,-10,14,1.1,-5,0.9
COc1ccc(-c2csc(NC3=NCCCCC3)n2)cc1,0.9,1,1,-19,1,-23,4,0.9,0,1
O=[N+]([O-])c1ccc(S(=O)(=O)NCC(c2cccnc2)N2CCOCC2)cc1 (stereo not drawn),1.2,1.1,-5,6,1,6,-4,1,-4,1
COc1ccc(C(=O)c2cc([N+](=O)[O-])ccc2N2CCN(C)CC2)cc1,1,0.9,-9,0,1,-3,6,1.1,2,0.9
CN1CCN(C(=S)c2ccc(OCC(=O)Nc3cccc(C(F)(F)F)c3)cc2)CC1,1,1.1,-3,2,1,-11,10,1.1,-3,0.9
O=C(C1CCCO1)N1CCN(C(=S)NC2CC2)CC1 (stereo not drawn),1.1,1.1,4,3,1,-9,0,1.1,-4,1
Cc1c(NC(=O)c2cc3ccccc3c(=O)s2)c(=O)n(-c2ccccc2)n1C,1,1,-6,1,1,-14,16,1,2,0.8
CCOC(=O)c1cc(-c2ccc(C)cc2)n(CCC(=O)NC(C)CC)c1C (stereo not drawn),0.9,1,-6,1,1.1,-1,0,1,-9,1
C[n+]1cc[nH]c1SCC(=O)c1ccccc1,1.1,1.1,0,1,1,-13,3,1,-2,1
COc1ccccc1C1=NC(c2ccc(C)cc2)N=C1C (stereo not drawn),0.9,0.9,-7,-2,1.1,-17,19,0.9,-8,0.8
Cc1ccc(S(=O)(=O)Nc2ccc3oc(=O)sc3c2)c(C)c1,0.8,0.9,-1,27,1,-27,15,1,1,0.8
O=[N+]([O-])c1ccc(NC(=S)N/C(=N/CS(=O)(=O)c2ccccc2)c2ccccc2)cc1,1,1.3,-4,7,1,-3,18,1,-1,0.8
COc1cc(C=C2C(=O)OC(c3ccccc3)OC2=O)cc(Br)c1O (stereo not drawn),1.1,1.2,-6,10,1,38,5,1.1,-4,0.9
CN(CCc1ccccn1)C(=O)CCC1CCCN(C(=O)c2c3c(nn2C)CCCC3)C1 (stereo not drawn),1,1,-3,-1,1,-5,4,1,0,1
O=C(NCc1ccc2c(c1)OCO2)c1cc2ccccc2oc1=O,1.3,1.2,-3,3,1,-6,-26,1,-4,1.3
C#CCOCCOCCOCCNc1nc(N2CCN(C(=O)[C@H]([C@@H](C)CC)n3cc([C@@H](N)CO)nn3)CC2)nc(N2CCN(C(=O)[C@H](Cc3cc4ccccc4[nH]3)n3cc([C@@H](N)C(C)CC)nn3)CC2)n1 (stereo partly drawn),1.1,1,0,19,1,-17,-17,1,-4,1.2
Cc1cccc(C)c1NC1=NC2(CCCCC2)N=C(N)N1,1.1,1,-7,8,1,-13,5,1,-2,0.9
CC(Oc1ccccc1F)c1ccnc2nc(/N=C/N(C)C)nn12 (stereo not drawn),0.9,0.9,-9,5,1.1,0,11,1.1,-8,0.9
CCn1c(=O)c(=O)n(CC)c2cc(S(=O)(=O)Nc3cccc(OC)c3)ccc21,1,1,-2,-2,1,-16,7,1.1,-5,0.9
O=C(CCCn1c(SCC(=O)c2ccc(Cl)cc2)nc2ccccc2c1=O)NCc1ccco1,1.1,1.1,-5,5,1,8,-7,1.1,-3,1.1
Cc1c(NC(=O)c2cccc(F)c2)c(=O)n(-c2ccccc2)n1C,0.9,0.8,-2,32,1,-10,13,1,-3,0.9
O=C(Nc1cccnc1)C1(F)C(F)(F)C(F)(F)C(F)(F)C(F)(F)C1(F)F,0.9,0.9,-1,4,1.1,-10,19,1,-6,0.8
OC(COc1ccc2c(c1)CCC2)Cn1cnc2ccccc21 (stereo not drawn),1,1.1,0,10,1.1,6,-11,1.1,-9,1.1
COc1cccc(-n2c(COc3ccccc3C)nnc2SCC(=O)O)c1,1.1,1,-2,2,1.1,-14,15,1.1,-10,0.8
COc1ccc(OC)c(-c2c3cc(O)c(=O)cc-3oc3cc(O)c(O)cc23)c1,0.4,0.4,-2,32,0.7,-288,88*,0.9,33,0.1
CN1CCC2(CC1)C1CN(C)CC=C1C(C#N)=C(N)C2(C#N)C#N (stereo not drawn),0.8&1,0.6&0.7,-11&-9,12&4,1&0.9,-10&-1,20&-10,1.1&1,5&8,0.8&1.1
CC(C(=O)Nc1ccccc1-c1ccccc1)N1CCN(Cc2ccccc2)CC1 (stereo not drawn),1,1,0,5,1,-11,10,1.1,-5,0.9
CCNc1nc(SCC(=O)OC)nc(N2CCOCC2)n1,1.2,1.1,2,2,1.1,-1,-2,1.1,-7,1
N#C/C(=C/c1cccn1-c1cccc(C(=O)O)c1)c1ccc(Cl)cc1,1,0.8,1,9,1,-6,26,1,-2,0.7
O=[N+]([O-])c1cccc2ccc(/C=C/c3ccc(C(F)(F)F)cc3)nc12,0.8,0.9,-5,-28,1,-4,12,1,-1,0.9
Cc1cccc(C(=O)N[C@H](C(=O)OCC(=O)NC2CCS(=O)(=O)C2)C(C)C)c1 (stereo partly drawn),0.9,1.1,-3,13,1,-4,-4,1,-5,1

# Full records, quoted from the list. Order of values: PMI act, PMI act hi M6P, HMGR II inh, G6PDH CS, TNAP act hi DEA, TNAP inh no acc, Diaph inh CS, FLuc stim CS, TNAP inh hi DEA, Diaphorase act
# Shown for O=C(CCCn1c(SCC(=O)c2ccc(Cl)cc2)nc2ccccc2c1=O)NCc1ccco1 → 1.1, 1.1, -5, 5, 1, 8, -7, 1.1, -3, 1.1
# Shown for CCNc1nc(SCC(=O)OC)nc(N2CCOCC2)n1 → 1.2, 1.1, 2, 2, 1.1, -1, -2, 1.1, -7, 1
